INS-1E rescue: protection of INS-1E cells from cytokine death, primary screen, ATP luminescence, single point | INS-1E cytokine-induced death, 48 h; normalised: neutral wells 0, positive control 100 | protection from cytokine-induced ATP loss, % at 10 µM | actives 0.1% (n = 20,000) | AID 488910, 2010;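 active = mean replicate protection from cytokine-induced ATP loss at least 50% and at least 75% of replicates each reaching 50%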
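assay system = INS-1E rat insulinoma cells | amount = 8000 cells per well | medium = phenol-red-free RPMI with 5% fetal bovine serum | doses = one compound concentration, pin transfer | timing = 48 h cytokine plus compound treatment, 10 min reagent incubation | also added = IL-1β, TNF-α and IFN-γ cytokine mix | signal = CellTiter-Glo luminescence measuring cellular ATP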
T cruzi HTS: inhibitors of intracellular Trypanosoma cruzi, primary screen, cell-based, plate reader, single point, set 2; actives 4.9% (n = 22,000); intracellular Trypanosoma cruzi in host cells; activity score (inhibition), % at 5.01 µM; in the data active = activity score above about 55%;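 note: parasites and compound incubated about four days before reading; 0% = median of neutral control wells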
Numbers without * were called inactive; . = not tested or not shown.

SMILES | INS-1E rescue | T cruzi HTS
Cc1noc(C)c1S(=O)(=O)Nc1ccc2c(c1)CC(=O)N([C@H](C)CO)C[C@H](C)[C@H](CN(C)C(=O)Nc1ccc(C(F)(F)F)cc1)O2 | -1 | 6
C[C@@H]1CN([C@H](C)CO)C(=O)c2cccc(NC(=O)Nc3ccc(C(F)(F)F)cc3)c2O[C@H]1CN(C)S(=O)(=O)c1ccc(Cl)cc1 | -42 | 37
C[C@H](CO)N1C[C@H](C)[C@@H](CN(C)S(=O)(=O)c2ccc(-n3cccn3)cc2)OCc2cnnn2CCCC1=O | 3 | 2
C[C@@H]1CN([C@H](C)CO)C(=O)c2cc(N(C)C)ccc2O[C@H]1CN(C)Cc1ccc(-c2ccccc2)cc1 | -13 | 44
C[C@@H]1CN([C@@H](C)CO)C(=O)Cc2cc(NC(=O)CCN3CCOCC3)ccc2O[C@@H]1CN(C)Cc1ccc(C(F)(F)F)cc1 | -12 | -8
COc1ccccc1S(=O)(=O)N(C)C[C@@H]1OCc2cnnn2CCCC(=O)N([C@H](C)CO)C[C@@H]1C | . | -7
C[C@@H]1CN([C@@H](C)CO)C(=O)Cc2cc(NC(=O)Nc3ccc(F)cc3)ccc2O[C@@H]1CN(C)C(=O)NC1CCCCC1 | -2 | -25
C[C@@H]1CN([C@@H](C)CO)C(=O)CCCn2nncc2CO[C@H]1CN(C)C(=O)Nc1ccc2c(c1)OCO2 | . | -5
Cc1noc(C)c1S(=O)(=O)Nc1ccc2c(c1)CC(=O)N([C@H](C)CO)C[C@@H](C)[C@@H](CN(C)Cc1ccc(C(F)(F)F)cc1)O2 | -37 | 69*
C[C@@H]1CN([C@H](C)CO)C(=O)Cc2cc(NC(=O)c3ccncc3)ccc2O[C@H]1CN(C)C(=O)Nc1ccc(C(F)(F)F)cc1 | 6 | -16
C[C@H]1CN([C@@H](C)CO)C(=O)c2cccc(NC(=O)c3ccc(-c4nccs4)cc3)c2O[C@H]1CN(C)Cc1ccc(Oc2ccccc2)cc1 | -24 | 41
Cc1noc(C)c1NC(=O)Nc1ccc2c(c1)C(=O)N([C@@H](C)CO)C[C@H](C)[C@@H](CN(C)C(=O)Nc1ccc(C(F)(F)F)cc1)O2 | 1 | -31
C[C@H](CO)N1C[C@H](C)[C@H](CN(C)C(=O)Nc2ccccc2)Oc2c(NS(=O)(=O)c3ccccc3)cccc2C1=O | -5 | 35
COc1ccc(NC(=O)Nc2cccc3c2O[C@@H](CN(C)S(=O)(=O)c2ccc(F)cc2)[C@@H](C)CN([C@@H](C)CO)C3=O)cc1 | 4 | -44
C[C@H](CO)N1C[C@H](C)[C@H](CN(C)S(=O)(=O)c2ccc(Cl)cc2)Oc2ccc(NC(=O)CCC(F)(F)F)cc2CC1=O | -8 | 26
Cc1noc(C)c1NC(=O)N(C)C[C@H]1Oc2ccc(NS(C)(=O)=O)cc2C(=O)N([C@H](C)CO)C[C@@H]1C | 4 | -22
COc1ccc(S(=O)(=O)N(C)C[C@H]2Oc3ccc(NC(=O)Cc4cn(C)c5ccccc45)cc3C(=O)N([C@H](C)CO)C[C@H]2C)cc1 | -6 | -4
COc1ccc(CN(C)C[C@@H]2Oc3ccc(NC(=O)Nc4ccc(F)cc4)cc3C(=O)N([C@@H](C)CO)C[C@@H]2C)cc1 | . | -2
COc1ccc(NC(=O)Nc2ccc3c(c2)CC(=O)N([C@@H](C)CO)C[C@@H](C)[C@@H](CN(C)S(=O)(=O)c2ccc(C)cc2)O3)cc1 | -1 | 3
C[C@H](CO)N1C[C@H](C)[C@H](CN(C)S(C)(=O)=O)Oc2ccc(NC(=O)Cn3cnnn3)cc2CC1=O | 2 | -31
CC(C)NC(=O)N(C)C[C@H]1Oc2c(NS(=O)(=O)c3cn(C)cn3)cccc2C(=O)N([C@@H](C)CO)C[C@@H]1C | 4 | -27
COc1ccc(NC(=O)Nc2cccc3c2O[C@H](CN(C)C(=O)Nc2ccccc2)[C@@H](C)CN([C@H](C)CO)C3=O)cc1 | 4 | 2
CNC[C@H]1Oc2ccc(NS(=O)(=O)c3c(C)noc3C)cc2CC(=O)N([C@H](C)CO)C[C@H]1C | 6 | -21
Cc1noc(C)c1NC(=O)N(C)C[C@H]1Oc2ccc(NS(=O)(=O)c3ccccc3)cc2C(=O)N([C@H](C)CO)C[C@H]1C | 6 | 0
C[C@H]1CN([C@@H](C)CO)C(=O)Cc2cc(NS(=O)(=O)c3cccs3)ccc2O[C@@H]1CN(C)Cc1ccc(Oc2ccccc2)cc1 | -6 | 42
The listing continues.
SMILES | INS-1E rescue | T cruzi HTS
C[C@H](CO)N1C[C@H](C)[C@@H](CN(C)Cc2ccc(C(=O)Nc3ccccc3N)cc2)Oc2c(NC(=O)c3ccc(-c4nccs4)cc3)cccc2C1=O | 26 | 64*
Cc1noc(C)c1NC(=O)N(C)C[C@H]1Oc2ccc(NC(=O)C3CCCCC3)cc2CC(=O)N([C@H](C)CO)C[C@H]1C | 8 | -6
C[C@@H]1CN([C@@H](C)CO)C(=O)CCCn2nncc2CO[C@H]1CN(C)S(=O)(=O)c1cccc(C#N)c1 | . | -12
C[C@H]1CN([C@@H](C)CO)C(=O)Cc2cc(NC(=O)Nc3ccccc3)ccc2O[C@H]1CN(C)S(=O)(=O)c1cn(C)cn1 | -1 | -17
C[C@@H]1CN([C@H](C)CO)C(=O)Cc2cc(NC(=O)Nc3ccccc3)ccc2O[C@H]1CN(C)Cc1ccc(C(=O)O)cc1 | 7 | -35
COc1ccc(S(=O)(=O)N(C)C[C@@H]2Oc3ccc(NC(=O)Cn4cnnn4)cc3CC(=O)N([C@H](C)CO)C[C@H]2C)cc1 | 1 | -10
C[C@H]1CN([C@@H](C)CO)C(=O)Cc2cc(NC(=O)Nc3ccc4c(c3)OCO4)ccc2O[C@@H]1CN(C)S(=O)(=O)c1cn(C)cn1 | 5 | 0
CNC[C@H]1OCCCC[C@@H](C)Oc2ccc(NS(=O)(=O)c3ccc(OC)cc3)cc2C(=O)N([C@H](C)CO)C[C@@H]1C | 6 | 0
O=C(CCCCCC(=O)Nc1ccccc1O)N/N=C/c1ccc(Br)s1 | -6 | 20
COc1ccccc1CN(C)C[C@H]1OCc2cn(nn2)CCCC(=O)N([C@@H](C)CO)C[C@@H]1C | . | -32
Cc1ccc(S(=O)(=O)Nc2ccc3c(c2)CC(=O)N([C@@H](C)CO)C[C@H](C)[C@@H](CN(C)CC2CC2)O3)cc1 | -1 | 10
C[C@@H]1CN([C@@H](C)CO)C(=O)c2cccc(NC(=O)Nc3ccc(F)cc3)c2O[C@@H]1CN(C)S(=O)(=O)c1cn(C)cn1 | 0 | -25
Cc1ccc(S(=O)(=O)Nc2cccc3c2O[C@@H](CN(C)S(=O)(=O)c2cccs2)[C@@H](C)CN([C@H](C)CO)C3=O)cc1 | -2 | 20
C[C@@H]1CN([C@H](C)CO)C(=O)CCCn2cc(nn2)CO[C@H]1CN(C)C(=O)c1ccncc1 | . | -9
COc1ccccc1NC(=O)N(C)C[C@@H]1OCc2cnnn2CCCC(=O)N([C@@H](C)CO)C[C@H]1C | . | -10
C[C@H](CO)N1C[C@H](C)[C@H](CN(C)Cc2ccc3c(c2)OCO3)Oc2c(NC(=O)NC3CCCCC3)cccc2C1=O | -16 | -18
C[C@H](CO)N1C[C@H](C)[C@@H](CN(C)S(=O)(=O)c2cccs2)Oc2c(NC(=O)c3ccncc3)cccc2C1=O | 15 | 4
Cc1ccc(S(=O)(=O)N(C)C[C@@H]2Oc3ccc(NS(=O)(=O)c4cccs4)cc3CC(=O)N([C@H](C)CO)C[C@@H]2C)cc1 | -2 | 10
C[C@H]1CN([C@@H](C)CO)C(=O)c2cccc(N(C)C)c2O[C@H]1CN(C)Cc1ccc(C(=O)O)cc1 | 12 | -11
C[C@H](CO)N1C[C@H](C)[C@H](CN(C)S(C)(=O)=O)Oc2ccc(NC(=O)CCCCCC(=O)Nc3ccccc3N)cc2CC1=O | -9 | -66
C[C@H](CO)N1C[C@H](C)[C@H](CN(C)Cc2ccc(C(=O)Nc3ccccc3N)cc2)Oc2c(NC(=O)Nc3ccc(C(F)(F)F)cc3)cccc2C1=O | -18 | 61*
C[C@@H]1CN([C@@H](C)CO)C(=O)c2cc(NC(=O)c3ccncc3)ccc2O[C@H]1CN(C)S(=O)(=O)c1cn(C)cn1 | 0 | -15
COC(=O)CCCCCCC(=O)N/N=C/c1ccc(O)cc1 | -10 | -13
C[C@H]1CN([C@@H](C)CO)C(=O)CCCn2nncc2CO[C@@H]1CN(C)CC1CC1 | . | -5
CC(C)NC(=O)N(C)C[C@H]1Oc2ccc(NC(=O)CCC(F)(F)F)cc2C(=O)N([C@@H](C)CO)C[C@H]1C | -1 | -14

Quoted at random: 2 compounds from above, in no set order.
SMILES | INS-1E rescue | T cruzi HTS
C[C@@H]1CN([C@@H](C)CO)C(=O)c2cc(NC(=O)c3ccncc3)ccc2O[C@H]1CN(C)S(=O)(=O)c1cn(C)cn1 | 0 | -15
C[C@@H]1CN([C@H](C)CO)C(=O)CCCn2cc(nn2)CO[C@H]1CN(C)C(=O)c1ccncc1 | . | -9

Full records, quoted from the list:
Cc1noc(C)c1S(=O)(=O)Nc1ccc2c(c1)CC(=O)N([C@H](C)CO)C[C@@H](C)[C@@H](CN(C)Cc1ccc(C(F)(F)F)cc1)O2 is listed with INS-1E rescue: -37; T cruzi HTS: 69*
CNC[C@H]1Oc2ccc(NS(=O)(=O)c3c(C)noc3C)cc2CC(=O)N([C@H](C)CO)C[C@H]1C is listed with INS-1E rescue: 6; T cruzi HTS: -21
CC(C)NC(=O)N(C)C[C@H]1Oc2c(NS(=O)(=O)c3cn(C)cn3)cccc2C(=O)N([C@@H](C)CO)C[C@@H]1C is listed with INS-1E rescue: 4; T cruzi HTS: -27

More structures:
SMILES | INS-1E rescue | T cruzi HTS
C[C@@H]1CN([C@H](C)CO)C(=O)Cc2cc(NC(=O)CCC(F)(F)F)ccc2O[C@H]1CN(C)S(=O)(=O)c1ccccc1 | 5 | -43
C[C@@H]1CCCCO[C@H](CN(C)Cc2ccc3c(c2)OCO3)[C@@H](C)CN([C@H](C)CO)C(=O)c2cc(NC(=O)NC3CCCCC3)ccc2O1 | -2 | -15
C[C@H]1CN([C@@H](C)CO)C(=O)Cc2cc(NC(=O)NC3CCCCC3)ccc2O[C@H]1CN(C)S(C)(=O)=O | -3 | -26
C[C@@H]1CN([C@@H](C)CO)C(=O)c2cc(NC(=O)Nc3ccc(C(F)(F)F)cc3)ccc2O[C@@H]1CN(C)C(=O)Nc1ccc(F)cc1 | -49 | 58*
O=C(N/N=C/c1ccccc1OCCO)c1ccccn1 | -2 | -21
CNC[C@H]1Oc2c(NC(=O)c3ccc(-c4nccs4)cc3)cccc2C(=O)N([C@H](C)CO)C[C@@H]1C | -5 | 2
C[C@H](CO)N1C[C@H](C)[C@H](CN(C)C(=O)Nc2ccc3c(c2)OCO3)Oc2ccc(NS(=O)(=O)c3ccc(Cl)cc3)cc2C1=O | -4 | 0
COc1ccc(S(=O)(=O)N(C)C[C@H]2Oc3c(NS(=O)(=O)c4cccs4)cccc3C(=O)N([C@@H](C)CO)C[C@@H]2C)cc1 | 1 | 8
C[C@@H]1CN([C@H](C)CO)C(=O)c2cc(NC(=O)Nc3ccccc3)ccc2O[C@@H]1CN(C)Cc1ccc2c(c1)OCO2 | -6 | -2
CC(C)NC(=O)Nc1cccc2c1O[C@H](CN(C)C(=O)Nc1ccc(F)cc1)[C@@H](C)CN([C@H](C)CO)C2=O | 10 | -4
C[C@H](CO)N1C[C@H](C)[C@H](CN(C)Cc2ccc(Cl)c(Cl)c2)Oc2ccc(NS(C)(=O)=O)cc2CC1=O | 3 | 15
C[C@H]1CN([C@@H](C)CO)C(=O)CCCn2cc(nn2)CO[C@@H]1CN(C)C(=O)c1cc(-c2ccccc2)on1 | -1 | -13
C[C@@H]1CN([C@H](C)CO)C(=O)Cc2cc(NS(=O)(=O)c3ccccc3)ccc2O[C@@H]1CN(C)C(=O)Nc1ccccc1 | 11 | -1
COC(=O)CCCCCCC(=O)N/N=C/C[C@H](O)[C@H](O)[C@@H](C)O | 12 | -14
C[C@H]1CN([C@@H](C)CO)C(=O)Cc2cc(NC(=O)Nc3ccc(C(F)(F)F)cc3)ccc2O[C@H]1CN(C)Cc1ccc(C(=O)Nc2ccccc2N)cc1 | -40 | 87*
CC(C)NC(=O)Nc1cccc2c1O[C@@H](CN(C)C(=O)Nc1ccc(F)cc1)[C@H](C)CN([C@H](C)CO)C2=O | 11 | -7
C[C@@H]1CCCCO[C@@H](CN(C)CC2CC2)[C@@H](C)CN([C@H](C)CO)C(=O)c2cc(NC(=O)Nc3ccc(F)cc3)ccc2O1 | 2 | -4
COc1cccc(NC(=O)N(C)C[C@H]2OCc3cnnn3CCCC(=O)N([C@H](C)CO)C[C@@H]2C)c1 | . | -18
COC(=O)CCCCCCC(=O)N/N=C\c1cccnc1Br | 8 | -4
C[C@@H]1CN([C@H](C)CO)C(=O)c2cc(NC(=O)Cc3ccccc3)ccc2O[C@H]1CN(C)S(C)(=O)=O | 2 | 4
C[C@H](CO)N1C[C@H](C)[C@H](CN(C)C)Oc2ccc(NC(=O)NC3CCCCC3)cc2CC1=O | 6 | -65

Compound activity from PubChem.
